Screening data (PubChem)
OX1R antag-1 = antagonists of human orexin 1 receptor (OX1R); Orexin/Hypocretin receptor type 1 (Homo sapiens), O43613; OX1R-expressing cells, FRET antagonist read-out; inhibition, % at 6.6 µM; hit rate 1.8% among 330,000; AID 485270, 2010; in the data active = inhibition mostly above about 38%, no sharp cut-off; inactive = mostly below about 40%;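 note: 0% = agonist challenge alone and 100% = reference antagonist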
Target sequence (O43613 whole entry, looked up): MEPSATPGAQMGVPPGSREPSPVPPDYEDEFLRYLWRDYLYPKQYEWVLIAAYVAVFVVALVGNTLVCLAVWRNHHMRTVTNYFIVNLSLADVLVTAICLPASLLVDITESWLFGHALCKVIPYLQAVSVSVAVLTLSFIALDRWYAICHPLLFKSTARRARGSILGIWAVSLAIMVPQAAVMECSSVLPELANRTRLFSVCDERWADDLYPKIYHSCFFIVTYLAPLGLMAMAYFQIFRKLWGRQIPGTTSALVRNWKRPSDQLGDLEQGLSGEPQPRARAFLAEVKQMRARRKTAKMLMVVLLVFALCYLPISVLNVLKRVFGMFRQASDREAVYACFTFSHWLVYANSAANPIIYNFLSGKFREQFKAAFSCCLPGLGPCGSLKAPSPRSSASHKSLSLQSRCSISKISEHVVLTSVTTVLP
OX1R antag-2 = OX1R (HCRTR1) antagonists, primary screen, fluorescence, CHO/OX1R cells, Fluo-8 calcium, orexin A. Orexin/Hypocretin receptor type 1 (Homo sapiens), O43613. Fluo-8 calcium fluorescence. inhibition, % at 5 µM. hit rate 0.43% among 330,000. AID 434989, 2010;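 active = inhibition above its plate's threshold, mean inhibition of all tested compounds on the plate plus 3 SD, cut at about 37% in these data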;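 note: 0% = orexin A challenge wells and 100% = SB-334867-A antagonist wells; not every result past the cut was called active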
Starred values were filed as active, the others as inactive.

Results follow in this order: OX1R antag-1	OX1R antag-2
Cc1c(NC(=O)CN2CCC(C(N)=O)CC2)cccc1[N+](=O)[O-]
    10	-17
COc1ccc(C2=NN(C(=O)CSC3=NN4CCCC(=O)N=C4S3)C(c3cccc(OC)c3OC)C2)cc1 (stereo unspecified)
    -12	-24
Cc1n[nH]c(=O)c2c(NC(=O)CSc3ccc(Br)cc3)oc(C)c12
    23	3
COc1ccc(-c2cc3ccccc3oc2=O)cc1NC(=S)NC(=O)c1ccc2c(c1)OCCO2
    10	-16
Cc1ccc(NC(=O)Nc2ccno2)cc1
    13	-9
Cc1cccc(CN2CCN(CC(=O)NCc3ccc(F)cc3)C2=O)c1
    1	-11
CCOc1ccc(C(=O)N2CCCC(c3nc(-c4ccc(C)o4)no3)C2)cc1 (stereo unspecified)
    1	-12
COC(=O)[C@@]1(Cc2ccc(F)cc2)[C@H]2c3cc(C(=O)N4CCCC4)n(CCCNc4ncc(C(F)(F)F)cc4Cl)c3C[C@H]2CN1C(=O)c1ccccc1
    19	-23
CCOC(=O)Cn1c(=O)oc2cc(S(=O)(=O)Nc3ccc(N(CC)CC)cc3C)ccc21
    26	-7
CC(CNc1nc2ccc(Cl)cc2n2cnnc12)c1ccccc1 (stereo unspecified)
    5	-40
CCCCN1C(=S)NC[C@@H]1C(C)CC (stereo partly specified)
    40	-2
C=CCc1cccc2cc(C(=O)OCC)c(=O)oc12
    26	-24
O=C(Nc1nnc(COc2ccc(F)cc2)s1)c1ccco1
    2	-20
COc1ccccc1CN1CC(C(=O)N(C)Cc2ccncc2C)CCC1=O (stereo unspecified)
    27	-17
CCOC(=O)c1cnc2c(cnn2C)c1Cl
    22	-11
Cc1ccc(C(=O)N2CCCC(c3nc4c(nnn4Cc4ccccc4)c(=O)[nH]3)C2)cc1 (stereo unspecified)
    3	-45
COC(=O)c1ccc(CN2[C@H](C(=O)OC)C[C@@]3(O)[C@@H](O)[C@@H](O)[C@@H](O)C[C@@H]23)cc1
    27	-15
CCOc1ccccc1N(CC(=O)Nc1cc(OC)ccc1OC)S(C)(=O)=O
    17	-14
CC(=O)c1ccc(N2CCN(C(=O)C3CCCN(S(=O)(=O)c4c(C)[nH]c(=O)[nH]c4=O)C3)CC2)cc1 (stereo unspecified)
    8	-12
COc1ccc(S(=O)(=O)N2CCN(c3ccc(F)cc3)CC2)cc1OC
    8	-11

The list continues:
Results follow in this order: OX1R antag-1	OX1R antag-2
N=c1n(CCN2CCOCC2)c2ccccc2n1CC(O)COc1ccccc1 (stereo unspecified)
    27	-17
Cc1csc(NC(=O)CCNC(=O)c2ccc([N+](=O)[O-])cc2)n1
    47	-5
COc1cccc(NC(=S)NNC(=O)Cn2nc(C(F)F)cc2C(F)F)c1
    1	-8
COc1cc(C)c(S(=O)(=O)n2nnc3ccccc32)cc1C
    2	-9
O=C(NCC1CCN(Cc2ccc(Cl)cc2)CC1)C1CCCN(c2ncnc3c2nc2n3CCCCC2)C1 (stereo unspecified)
    8	-26
Cc1cc(C)nc(SCC(=O)Nc2sc3c(c2C#N)CCC(C)C3)n1 (stereo unspecified)
    22	1
O=C(CCS(=O)(=O)c1ccc2c(c1)NC(=O)CS2)NCCc1ccccc1
    4	-19
Cc1c(C(=O)N2CCC(C)CC2)oc2ccc(S(=O)(=O)N3CCC4(CC3)OCCO4)cc12
    5	-29
CC(Sc1nc(-c2ccccc2)cc(C(F)(F)F)n1)C(=O)Nc1ccc2c(c1)OCO2 (stereo unspecified)
    18	-24
CCOC(=O)c1sc(Nc2nc3c(OC)cccc3s2)cc1C
    57	5
CC(=O)c1ccc(S(=O)(=O)Nc2ccccc2C(=O)NC2CC2)cc1
    6	-13
COc1ccc(CN(CCc2ccccc2)Cc2ccccc2)cc1OC
    60*	-40
CN(C)c1ccc(/C=N/NC(=O)c2ccc(CN3C(=O)c4cccc5cccc3c45)cc2)cc1
    1	-11
Fc1ccccc1NC(=S)N1CCC(c2ccccc2)C1 (stereo unspecified)
    11	-21
COc1cc(C(=O)N/N=C(\C)Cc2ccccc2)cc(OC)c1OC
    7	-22
COc1cc(/C=N/NC(=O)c2ccc(CSc3nncn3C)cc2)cc(OC)c1O
    7	-9
Cc1cccc(C(=O)N2CCc3c([nH]c4ccccc34)C2CC(C)C)n1 (stereo unspecified)
    15	-19
CCC1(C)Cc2c(sc(NC(=S)NC(=O)c3ccccc3)c2C#N)CO1 (stereo unspecified)
    12	3
CC(=O)c1cccc(OCc2cc(C(=O)N(C)C(C)c3ccccn3)no2)c1 (stereo unspecified)
    11	-11
c1ccc(-c2nc3nonc3c3nc4ccccc4n23)cc1
    25	-8

An excerpt from above in order of SMILES length, rising:
Results follow in this order: OX1R antag-1	OX1R antag-2
Fc1ccccc1NC(=S)N1CCC(c2ccccc2)C1 (stereo unspecified)
    11	-21
c1ccc(-c2nc3nonc3c3nc4ccccc4n23)cc1
    25	-8
CCOC(=O)c1sc(Nc2nc3c(OC)cccc3s2)cc1C
    57	5
COc1ccc(CN(CCc2ccccc2)Cc2ccccc2)cc1OC
    60*	-40
COc1cc(C)c(S(=O)(=O)n2nnc3ccccc32)cc1C
    2	-9
COc1cc(C(=O)N/N=C(\C)Cc2ccccc2)cc(OC)c1OC
    7	-22
N=c1n(CCN2CCOCC2)c2ccccc2n1CC(O)COc1ccccc1 (stereo unspecified)
    27	-17
Cc1cc(C)nc(SCC(=O)Nc2sc3c(c2C#N)CCC(C)C3)n1 (stereo unspecified)
    22	1
COc1ccc(S(=O)(=O)N2CCN(c3ccc(F)cc3)CC2)cc1OC
    8	-11
CC(=O)c1ccc(S(=O)(=O)Nc2ccccc2C(=O)NC2CC2)cc1
    6	-13
Cc1csc(NC(=O)CCNC(=O)c2ccc([N+](=O)[O-])cc2)n1
    47	-5
O=C(CCS(=O)(=O)c1ccc2c(c1)NC(=O)CS2)NCCc1ccccc1
    4	-19
COc1cc(/C=N/NC(=O)c2ccc(CSc3nncn3C)cc2)cc(OC)c1O
    7	-9
CC(Sc1nc(-c2ccccc2)cc(C(F)(F)F)n1)C(=O)Nc1ccc2c(c1)OCO2 (stereo unspecified)
    18	-24
CN(C)c1ccc(/C=N/NC(=O)c2ccc(CN3C(=O)c4cccc5cccc3c45)cc2)cc1
    1	-11
O=C(NCC1CCN(Cc2ccc(Cl)cc2)CC1)C1CCCN(c2ncnc3c2nc2n3CCCCC2)C1 (stereo unspecified)
    8	-26

Continued.
Results follow in this order: OX1R antag-1	OX1R antag-2
Cc1ccc(N2CC(C(=O)N3CCC(C(=O)Nc4nnc(C(C)(C)C)s4)CC3)CC2=O)cc1 (stereo unspecified)
    7	-37
C=CCn1c(=O)c(C(=O)NCc2ccc3c(c2)OCO3)c(O)c2ccccc21
    7	-23
COc1cc2ccccc2cc1C(=O)OCC(=O)NC1CCS(=O)(=O)C1 (stereo unspecified)
    25	-13
O=C(Nc1ccn(-c2ccccc2)n1)c1ccccc1Br
    47	7
Cc1ccc(NC(=O)CSc2ncn[nH]2)cc1
    -11	-11
Cc1ccc2c(c1)N(CC(=O)OC(CC(C)C)C(=O)NC1CCCC1)C(=O)CO2 (stereo unspecified)
    25	-33
COc1ccc(CCNC(=O)C2CCN(S(=O)(=O)c3ccc4nc5c(c(C(=O)O)c4c3)CCCC5)CC2)cc1OC
    14	-8
N/C(=N\OC(=O)c1ccco1)c1cccc([N+](=O)[O-])c1
    14	0
CC(C)(C)NC(=O)/C(=C\c1ccco1)NC(=O)c1cccs1
    16	-4
COc1ccccc1NC(=O)CSc1n[nH]c(-c2ccccn2)n1
    17	-21
COc1ccc(N2CCN(C(=O)c3ccccc3NS(=O)(=O)c3ccccc3)CC2)cc1
    18	-23
CN1CCN(c2sc(S(C)(=O)=O)nc2S(=O)(=O)c2ccc(Cl)cc2)CC1
    9	-17
CC(C)(C)NC(=O)c1cccc(NC(=O)CSc2ccccc2)c1
    31	-16
CCOc1ccc(NC(=O)CSc2nncc(=O)[nH]2)cc1
    8	-4
CC(=O)N/C(=C\c1ccccc1)C(=O)OCC(=O)NC1CCS(=O)(=O)C1 (stereo unspecified)
    1	7
O=C1CCCN1CCCN1CC(C(=O)N(CCO)Cc2ccccc2)CCC1=O (stereo unspecified)
    21	4
COc1ccccc1NCC(=O)c1ccc(Cl)cc1
    20	1
Cc1ccc(-c2csc(NC(=O)CSc3ncn(-c4ccccc4)n3)n2)cc1
    15	-18
O=C(CN1CCN(C(=O)C2CCCO2)CC1)Nc1ccc(Br)cc1 (stereo unspecified)
    15	-4
C[C@@H]1CN([C@@H](C)CO)C(=O)Cc2cc(NC(=O)C3CCCCC3)ccc2O[C@H]1CN(C)S(=O)(=O)c1ccccc1
    7	-13

Following part.
Results follow in this order: OX1R antag-1	OX1R antag-2
COC(=O)c1cc(CSc2nnc(NC3CCCCC3)s2)oc1C
    10	-18
COc1cccc(NC(=O)COC(=O)/C=C/c2c(C)nn(-c3ccccc3)c2C)c1
    15	-10
CCCCNC(=S)Nc1ccc(-c2nc3ccc(C)cc3s2)cc1
    3	1
COC(=O)c1sc2ccccc2c1NC(=O)c1ccc(S(=O)(=O)N2CCCCC2)cc1
    12	-13
c1ccn2c(Cc3nnc4ccccn34)nnc2c1
    7	12
O=C(Oc1ccc(N(C(=O)c2ccncc2)S(=O)(=O)c2ccc(Cl)cc2)cc1)c1ccncc1
    5	6
Cc1ccc(C(=O)CSc2nnc(C(C)C)n2C)cc1C
    8	-16
COc1ccc(C[C@H]2CN3C(=NC[C@@H]3C(C)C)N2CCNC(=O)CCC2CCCCC2)cc1
    31	-20
COc1cc(CNC(C)(C)C)ccc1OCC(=O)NC(C)(C)C
    -4	-17
Cc1ccccc1-c1nnn(Cc2ccc(F)cc2Cl)n1
    2	-29
CN(C)c1c(F)cc(-c2nn[nH]n2)cc1F
    0	-5
Cc1cc(-c2nnc(CCC(=O)NC(C)(C)C34CC5CC(CC(C5)C3)C4)o2)no1
    10	-16
O=C(CN1CCN(c2ccccn2)CC1)N1c2ccccc2CCc2ccccc21
    14	-27
Cc1ccc(-n2nc3c(c2NC(=O)c2cccs2)CS(=O)(=O)C3)cc1
    0	-2
Cn1c(CC2Sc3ccccc3NC2=O)nnc1SCC(=O)c1ccc(Cl)cc1 (stereo unspecified)
    14	-23
Nc1c(C(=O)Nc2ccc3c(c2)OCCO3)nnn1Cc1cccc(Br)c1
    23	1
Cc1ccc(C(=O)OCC(=O)Nc2cc(C(C)(C)C)no2)c(C)c1
    9	-10
O=C(NCCCN1CCCC1)[C@H](CSCc1ccccc1)N1Cc2ccccc2C1=O
    -1	-38
CC(C)(C)NC(=O)C1Cc2ccccc2CN1C(=O)Nc1cccc(Cl)c1 (stereo unspecified)
    12	-25
COc1ccccc1C(=O)N/C(=C\c1cn(C)c2ccccc12)C(=O)N1CCCC1
    50*	8

For reference, some entries already given:
Results follow in this order: OX1R antag-1	OX1R antag-2
Cc1cccc(C(=O)N2CCc3c([nH]c4ccccc34)C2CC(C)C)n1 (stereo unspecified)
    15	-19
CCC1(C)Cc2c(sc(NC(=S)NC(=O)c3ccccc3)c2C#N)CO1 (stereo unspecified)
    12	3

Following part.
Results follow in this order: OX1R antag-1	OX1R antag-2
COC(=O)c1ccc(OC(=O)c2cccs2)cc1
    0	-2
Cc1ccc(CC2CC(=O)N(c3ccc4c(c3)OCCO4)C2=O)cc1 (stereo unspecified)
    -7	-31
O=c1[nH]c(Cc2ccccc2)nc2scc(-c3ccccc3)c12
    14	-44
CN(CC(=O)Nc1ccc(F)c(F)c1F)C1CCCCC1
    4	-12
O=C(Oc1cccc(N2C(=O)C3C4c5ccccc5C(c5ccccc54)C3C2=O)c1)c1ccco1 (stereo unspecified)
    18	-21
Cc1ccc(Cn2c(CN3CC(C)OC(C)C3)nc3c2c(=O)n(C)c(=O)n3C)cc1 (stereo unspecified)
    3	-10
Cc1nc2c3cc(Cl)ccc3n(CCN3CCOCC3)c2s1
    10	-19
CCOc1cc(/C=C(\C#N)C(=O)Nc2cccc(C(=O)O)c2)cc(Br)c1OC(=O)c1ccc(OC)cc1
    43	6
COc1ccc(NC(=O)Cn2nnc3ccccc32)c([N+](=O)[O-])c1
    24	6
O=C(Nc1ccc(F)cc1F)c1noc2c1CCC2
    15	-12
CCCn1c(N)c(C(=O)CSc2nnc3ccccn23)c(=O)[nH]c1=O
    23	-12
COc1ccccc1/C=C/C1=NC(=C\N(C)C)/C(=O)O1
    61	0
